# LGR2 inh: inhibitors of bursicon-induced LGR2 CRE-luciferase signal, primary screen, cell-based, HEK293, CRE-luciferase reporter, bursicon stimulation | AID 720647, 2013 | inhibition, % at 9.99 µM | Drosophila bursicon receptor LGR2 (rickets) | 0.35% of 380,000 active | bursicon-stimulated, 4 h;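 active = drop in luminescence signal, shown as inhibition above about 50% in the replicate tests, limit read from the data, passing the limit was not always enough; inconclusive = probably only some replicates passing the limit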;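 note: agonist challenge used bursicon conditioned medium at about half maximal strength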
# EWS-Fli inh: EWS/Fli-driven NR0B1 reporter inhibitors, primary screen, A673 cells, NR0B1 luciferase, luminescence, MLPCN library; viability-normalised; inhibition, % at 12.6 µM; 0.67% of 350,000 active; AID 651661, 2012;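 active = mean inhibition of at least 50% after viability correction, with every replicate also passing that limit; inconclusive = mean reaches 50% but only one of two replicates passes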;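 note: firefly luciferase signal divided by Alamar Blue viability fluorescence both relative to DMSO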
# PGC1a acetyl inh: inhibitors of PGC1a acetylation signal, primary screen, cell-based, U2OS, AlphaScreen, inhibitor mode | AlphaScreen anti-acetyl-lysine; with virally co-expressed GCN5 acetyltransferase | inhibition, % at 15.6 µM | 0.17% of 350,000 active;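 active = every replicate shows inhibition of at least 40%; inconclusive = mean inhibition at least 40% but some replicate below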;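 note: 0% = neutral control wells and 100% = positive control wells; some results beyond the cut were filed as inactive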
# miR122 inh: miR-122 Renilla sensor signal increase in Huh7, primary screen, miR-122 inhibitor project, cell-based, single point, plate reader | Huh7 miR-122 Renilla luciferase sensor, 48 h; neutral wells = 0, positive control = 100 | activation (reporter increase), % at 12.5 µM | 0.3% of 340,000 active | AID 602342, 2012;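 active = mean replicate activation score at least 90 and every replicate individually at or above 90; inconclusive = only one of the two criteria met; inactive = neither criterion met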;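 note: higher luciferase means less miR-122 activity so hits act as miR-122 inhibitors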
# FN deposit inh: inhibitors of fibronectin matrix deposition, primary screen, AH1F cells, Alexa488-fibronectin fluorescence, plate reader; AH1F fibroblasts, overnight; inhibition, % at 12.6 µM; 0.086% of 350,000 active; AID 743247, 2014;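 active = mean inhibition across replicates of 30% or more, regardless of how many single replicates reach that level; inconclusive = mean under 30% yet at least half of replicates reach 30%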;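 note: positive control wells lacked labelled fibronectin entirely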
#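 Material – AH1F fibroblast monolayer, labelled fibronectin deposition · Reagent – labelled fibronectin 24 nM · Timing – 1 h adhesion, overnight exposure · Measured by – fluorescence at 485 nm excitation, 525 nm emission · Read-out – inhibition of fibronectin deposition signal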
# Casp6 inh: human caspase-6 inhibitors, primary screen, biochemical, VEID-R110 fluorescence, single point, set 2; P55212; purified caspase-6, Z-VEID-R110 cleavage fluorescence; inhibition, % at 12.5 µM; 0.53% of 350,000 active; AID 686996, 2013;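 active = mean inhibition across replicates at least about 35%, with every replicate also reaching that limit, limit read from the data; inconclusive = only one of the two criteria met; inactive = neither criterion met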;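 note: 0% = median of neutral control wells and 100% = no fluorescence left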
# Target sequence (P55212 24-179 limits assumed): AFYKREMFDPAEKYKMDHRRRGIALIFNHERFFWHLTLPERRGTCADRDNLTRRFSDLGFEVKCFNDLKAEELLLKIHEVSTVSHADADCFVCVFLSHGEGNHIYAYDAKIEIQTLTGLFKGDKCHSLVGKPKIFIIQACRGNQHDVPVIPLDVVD
# Target sequence (P55212 194-293 limits assumed): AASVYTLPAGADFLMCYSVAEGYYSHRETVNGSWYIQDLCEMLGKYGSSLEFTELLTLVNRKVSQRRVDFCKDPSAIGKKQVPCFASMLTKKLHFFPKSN
# Cneo AK release: Cryptococcus neoformans cell lysis inducers, primary screen, AK release luminescence, single concentration | lysis activity, % at 15 µM | 0.2% of 360,000 active | C. neoformans lysis, adenylate kinase release luminescence, 4 h; normalised: neutral wells 0, clomiphene wells 100;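 active = mean lysis activity across replicates of at least 80%, whatever share of replicates individually reach that level; inactive = mean lysis activity below 80%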
#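 Material – log-phase Cryptococcus neoformans yeast cells · Input – 5 × 10^6 yeast cells/mL · Medium – fresh YPD growth medium · Doses – single compound concentration per well · Timing – static 4 h at 37 °C with compound, 1 h detection · Detection – adenylate kinase release luminescence · Read-out – signal increase indicating cell lysis · Control set – Clomiphene as positive lysis control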
# PAX8 inh HTS: inhibitors of PAX8-driven TPO luciferase reporter, primary screen, RMG-I cells, single concentration. SteadyGlo, 24 h. inhibition, % at 12.6 µM. 1.2% of 360,000 active;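 active = mean replicate inhibition at least 60% with every replicate also reaching 60%; inconclusive = only one of the two criteria is met; inactive = mean below 60% and not all replicates reaching 60%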;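 note: luciferase light reporting Pax8 driven TPO promoter activity; plate controls were median of neutral control wells for no effect and mitoxantrone controls for full effect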
# Active calls of the source: *; ? = inconclusive; nt = no result given; & = joins results of further samples; [ ] = remark or other dose.
molecule	EWS-Fli inh	Cneo AK release	miR122 inh	Casp6 inh	LGR2 inh	PGC1a acetyl inh	FN deposit inh	PAX8 inh HTS
CCNc1ccc(S(=O)(=O)N2CCOCC2)cc1NCC(=O)Nc1cccc(Br)c1	18	2	9	1	8	nt	-6	8
COc1ccc2c(c1)c(=O)c(C(=O)c1ccc(C)cc1)cn2CC(=O)Nc1ccc(F)cc1	2	-1	4	0	6	8	0	31
COc1ccc2c3c(n(C)c2c1)[C@H](CO)N(Cc1ccccc1F)CC31CCN(CC2CC2)CC1	-5	nt	nt	-1	-4	-17	nt	-17
CCCC1(c2ccccc2)NC(=O)NC1=O (configuration not stated)	-3	0	3	-2	3	-2	-6	0
CCc1cc2c(nc1CC)CCCN2S(=O)(=O)c1cccs1	-5	nt	nt	-2	nt	nt	8	-14
Cc1ccc(C)c(-n2nnnc2SCC(=O)NCCC2=CCCCC2)c1	nt	0	-2	nt	nt	5	13	nt
CC(C)CC#Cc1cnc2c(c1)C(=O)N([C@H](C)CO)C[C@@H](C)[C@H](CN(C)Cc1ccc(C(=O)O)cc1)O2	nt	nt	nt	-4	-6	-3	nt	-8
COc1ccc(/C=C/C(=O)OCC(=O)N2c3ccccc3CC2C)cc1 (configuration not stated)	-2	-1	0	-1	9	-4	0	-14
O=C(Nc1nnc(-c2ccc3c(c2)CCCC3)o1)C1COc2ccccc2O1 (configuration not stated)	-53	-2	-5	2	-16	-10	-4	-54
CCOC(=O)CC(=O)Nc1nnc(CC(C)C)s1	nt	1	-13	nt	nt	3	8	3
CCc1nc2sc3ccccc3c(=O)c2c(=O)n1CCOC	nt	-1	7	nt	-6	7	-2	nt
Cc1ccc(S(=O)(=O)Nc2cccc3c2O[C@H](CN(C)Cc2ccc4c(c2)OCO4)[C@H](C)CN([C@H](C)CO)C3=O)cc1	-8	0	-1[16.7 µM]	1	-6	1	nt	-5
Cn1c2c(c(=O)n(C)c1=O)C(c1ccccc1Cl)C(C#N)=C(N)O2 (configuration not stated)	-5	nt	nt	0	-3	nt	-1	8
C[C@@H]1CN([C@H](C)CO)C(=O)c2cc(N(C)C)ccc2O[C@H]1CN(C)Cc1ccccc1	-5	-5	3[16.7 µM]	-2	-16	-5	nt	-8
Cc1ccc(Cn2cc(CN3CC(N4CCN(C5CCN(C)CC5)CC4)CS3(=O)=O)nn2)cc1 (configuration not stated)	3	nt	nt	-104	-9	nt	0	4
O=C(CN(Cc1ccccc1)S(=O)(=O)c1cccc(C(F)(F)F)c1)NC1CCCCC1	nt	4	0	nt	22	nt	-5	2
CCCNC(=O)C[C@@H]1CC[C@H]2[C@H](COc3ccc(NC(=O)c4ccc5c(c4)OCO5)cc3C(=O)N2C)O1	-7	46	?	1	-19	3	-8	-21
Cc1cc(NC(=O)c2ccc(C#N)cc2)on1	-16	nt	nt	3	0	nt	13	-27
COc1ccc(NC(=O)N(C)C[C@@H]2Oc3cc(-c4cccc(C(=O)N(C)C)c4)ccc3S(=O)(=O)N([C@H](C)CO)C[C@H]2C)cc1	0	nt	7[16.7 µM]	nt	0	17	nt	17
CC(CC(=O)NNC(=O)c1ccncc1)c1ccccc1 (configuration not stated)	-5	-2	nt	4	4	nt	2	-17
CN(C)CCOC1c2ccccc2CSc2ccccc21 (configuration not stated)	9	3	2	1	-4	3	-5	13
O=C(NC1CCN(C(=O)NCc2ccccc2)CC1)c1cccc(F)c1	4	4	-2	1	2	-12	4	15
CC1CN(C)CCC1OC(=O)c1ccccc1 (configuration not stated)	2	2	-7	-2	2	12	-9	-6
CO[C@H]1CN(C)C(=O)c2ccc(NC(=O)C3CC3)cc2OC[C@@H](C)N(C(=O)c2ccncc2)C[C@H]1C	5	-5	nt	0	1	0	1	17

# Retrieved by compound from the entries so far (two):
molecule	EWS-Fli inh	Cneo AK release	miR122 inh	Casp6 inh	LGR2 inh	PGC1a acetyl inh	FN deposit inh	PAX8 inh HTS
O=C(CN(Cc1ccccc1)S(=O)(=O)c1cccc(C(F)(F)F)c1)NC1CCCCC1	nt	4	0	nt	22	nt	-5	2
O=C(NC1CCN(C(=O)NCc2ccccc2)CC1)c1cccc(F)c1	4	4	-2	1	2	-12	4	15

# Next records
molecule	EWS-Fli inh	Cneo AK release	miR122 inh	Casp6 inh	LGR2 inh	PGC1a acetyl inh	FN deposit inh	PAX8 inh HTS
O=C(Nc1nnc(-c2cccnc2)s1)c1cccs1	-4	-2	-1	0	-4	4	-3	-18
COc1cc(C(=O)N/N=C/c2ccc(OC(=O)c3ccccc3Cl)cc2)ccc1O	nt	3	2	4	-11	0	4	8
C[C@@H]1CN([C@@H](C)CO)C(=O)c2cc(C#CCc3ccccc3)cnc2O[C@@H]1CN(C)C(=O)C1CCCCC1	2	2	-3[16.7 µM]	3	-14	0	nt	17
CC(C)Cc1nc2oc3c(Cl)ncnc3c2c2c1CCC2	58*	nt	-1	3	-2	7	nt	nt
Cc1nn(C)c(C)c1S(=O)(=O)N1CCCC(C(=O)NC2CCCCCC2)C1 (configuration not stated)	1	0	nt	-1	-12	-3	0	12
Cn1c(=O)c2nc(-c3ccccc3)c(-c3ccccc3)nc2n(C)c1=O	7	nt	nt	1	7	6	0	2
CC(C)C1Cc2[nH][nH]c(=O)c2C(C2CC2)O1 (configuration not stated)	-3	nt	nt	16	0	nt	5	-7
CC(=NO)c1ccc2c(c1)C(=NO)c1ccccc1-2	-4	nt	nt	7	-24	nt	1	-25
Cc1ccc(C(=O)Nc2c(C)n(C)n(-c3ccccc3)c2=O)cc1	-3	nt	nt	2	nt	nt	12	-3
Cc1cc(C)c2nc(C(F)(F)F)c(C#N)c(N)c2c1	nt	1	-2	nt	nt	3	-15	nt
CC(C)c1[nH]nc2c1C(c1ccc3c(c1)OCO3)NC2=O (configuration not stated)	-14	nt	nt	-3	-11	nt	-5	-21
CC(=O)Nc1ccc(-c2ccnc3c2CC(C(=O)Nc2ccc(C(C)C)cc2)O3)cc1 (configuration not stated)	11	0	0	2	10	-8	8	5
CCOC(=O)CC(NS(=O)(=O)c1ccc2[nH]c(=O)sc2c1)c1ccc(C)cc1 (configuration not stated)	18	6	nt	4	35	nt	3	14
COc1ccccc1CNC(=O)CN1C(=O)NC2(CCC(C)CC2)C1=O (configuration not stated)	4	0	2	0	1	-7	-2	nt
Cc1nn(-c2ccc(Cl)cc2)c(=O)c2ccccc12	-87	nt	nt	2	-81	nt	-1	-116
C[C@@H]1CN([C@@H](C)CO)C(=O)c2cc(NC(=O)Nc3cccc4ccccc34)ccc2O[C@@H]1CN(C)C	-1	0	-1[16.7 µM]	-1	1	-11	nt	5
C[C@H]1CN([C@@H](C)CO)C(=O)CCCn2nncc2CO[C@H]1CN(C)C(=O)Nc1ccc(N2CCN(C)CC2)cc1	-8&9	-2	6&1[16.7 µM]	-43	2	-8&-6	4	10&3
CC(C)(C)C(=O)Nc1ccc(N=Nc2ccccc2)cc1	59*	-3	-2	6	72*	-3	-2	-37
CCc1ccccc1Nc1ncnc2ccccc12	-7	1	nt	-1	-10	-6	6	16
NC(=O)C1CCN(C(=O)C2CCC(=O)N(Cc3ccc(Cl)cc3)C2)CC1 (configuration not stated)	-6	9	-3	-4	7	nt	3	8
CCOC(=O)C1=C(C)OC(N)=C(C#N)C1c1c(C)nn(-c2ccccc2)c1Cl (configuration not stated)	nt	0	1	nt	nt	4	10	nt
Cn1nc(OCC(=O)O)cc1C(F)(F)F	-3	nt	nt	2	-9	nt	5	11
Fc1ccccc1N1CCN(Cc2cc(-c3ccccc3)on2)CC1	4	-3	1	0	6	-24	-1	3
Cc1ccc(S(=O)(=O)NC(=O)c2cc(C)n(-c3ccccc3)c2C)cc1	10	0	-2	3	-1	11	1	11
Cc1ccc(-c2nc3ccc(C)cn3c2Cc2cccc(F)c2)cc1	-48	nt	nt	-2	-30	nt	-7	-74
COCC(=O)Nc1ccc2c(c1)OC[C@H](C)N(Cc1ccccc1)C[C@@H](C)[C@@H](OC)CN(C)C2=O	3	0	17[16.7 µM]	1	5	-9	-6	nt
CCCOc1ccc(C(=O)c2ccccc2C(=O)O)cc1OCCC	4	-5	3	3	9	2	3	0
Cc1ccc(NC(=O)c2ccc(CSc3ncnc4nc[nH]c34)cc2)c(C)c1	nt	0	-5	nt	22	5	nt	nt
Cc1cc(/C=C(\C#N)C(=O)OCC#N)c(C)n1CC(C)C	9	0	-1	0	-21	nt	4	-8
Cc1nc(NC(=O)c2ccc(Cl)cc2)sc1Cc1ccc2c(c1)OCO2	nt	-2	57	nt	-41	nt	9	-13
CC(=O)OC[C@@H]1CN(Cc2cccc(C(F)(F)F)c2)C[C@H](n2cnc3c(N4CCOCC4)ncnc32)O1	-1	1	-4	6	5	nt	6	3
O=C(CCCN1C(=O)/C(=C\c2cccs2)SC1=S)Nc1ccccn1	0	-4	nt	-1	6	nt	4	42
CC1CCCCN1C(=O)c1cc(Cl)ccc1[N+](=O)[O-] (configuration not stated)	nt	0	-5	nt	1	0	5	-13
C[C@H]1CN([C@@H](C)CO)C(=O)Cc2cc(NS(=O)(=O)c3ccc(Cl)cc3)ccc2O[C@H]1CN(C)C(=O)Nc1ccc(C(F)(F)F)cc1	-5	1	11[16.7 µM]	0	-5	-6	6	nt
NC(Cc1ccc(C(F)(F)F)cc1)c1csc(Nc2nncc3ccccc23)n1 (configuration not stated)	11	13	-34	13	?	8	0	10
O=C(CCCn1c(=S)[nH]c2ccc(Br)cc2c1=O)NCc1ccccn1	7	-3	-4	nt	7	-14	4	-4
CCOc1cc(/C=N/NC(=O)c2cccnc2)ccc1OCC(=O)N(C)C	3	nt	nt	-2	nt	nt	4	31
Cc1ccc(-n2ncc3c(SCC(=O)NNC(=O)C(C)C)ncnc32)cc1	-3	-1	nt	-1	-22	-2	-7	-11
C[C@@H]1CN([C@@H](C)CO)C(=O)c2cccc(NS(=O)(=O)c3ccc(F)cc3)c2O[C@@H]1CN(C)Cc1ccc(Oc2ccccc2)cc1	5	nt	46[16.7 µM]	nt	12	-9	nt	-12
Cc1noc(C)c1NC(=O)N[C@H]1CC[C@@H](CC(=O)NCCCN(C)C)O[C@H]1CO	6	54	-6[16.7 µM]	-7	12	-5	-13	1
COc1ccc(S(=O)(=O)Nc2ccc3c(c2)CC(=O)N([C@H](C)CO)C[C@H](C)[C@H](CN(C)C(=O)Nc2ccc(F)cc2)O3)cc1	-2	-2	7[16.7 µM]	nt	3	-4	nt	32
Clc1cccc(Cc2c(-c3cccc(Cl)c3)nc3ccc(Br)cn23)c1	-71	0	1	-1	-77	-8	3	-113
CC1CCN(CC(CS(=O)(=O)c2ccc([N+](=O)[O-])cc2)N2CCC(C)CC2)CC1 (configuration not stated)	16	2	-11	-7	-14	-2	0	14

# Screens: PubChem BioAssay, Broad Institute

# No enrichment for hits. About 2.5% of those tested had a hit in this group.
